M1 antag: human M1 muscarinic receptor antagonists, primary screen, CHO-K1 cells, Fluo-8 calcium fluorescence, 1536-well | inhibition, % at 3 µM | Muscarinic acetylcholine receptor M1 (Homo sapiens), P11229 | CHO-K1 hM1, ACh EC80 antagonist | 1.3% of 360,000 active | AID 588852, 2011;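 active means percent inhibition above its own plate's cutoff, namely the mean of that plate's compound wells plus 3 SD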;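 further: peak over basal fluorescence ratio during 140 s after agonist addition; 0% = ACh EC80 plus DMSO and 100% = DMSO alone without agonist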
CRFR2-BP ag: agonists of CRF-BP/CRF-R2 complex, primary screen, cell-based, HEK293, calcium dye fluorescence, uHTS; calcium dye fluorescence (FLIPR); percent of saturating CRF peptide response; activation, % at 13.2 µM; AID 588473, 2011; 0.46% of 350,000 active; CRF-binding protein / CRF receptor 2 complex (human);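 active means activation of at least 50%, plus an integration ratio under a set limit after plate pattern correction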;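 further: plate controls were neutral control wells without compound for no effect and CRF at EC100 for full effect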
M5 PAM: human M5 muscarinic receptor positive allosteric modulators, primary screen, CHO-K1 cells, Fluo-8 calcium fluorescence; 0.3% of 360,000 active; activation, % at 3 µM; CHO-K1 hM5, ACh EC20 PAM; 0% = ACh EC20, 100% = ACh EC100; Muscarinic acetylcholine receptor M5 (Homo sapiens), P08912;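 active means activation above the run cutoff, the mean activation of all test compounds plus 3 SD, cut at about 18% in these data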
Target sequence (P08912 whole entry, looked up): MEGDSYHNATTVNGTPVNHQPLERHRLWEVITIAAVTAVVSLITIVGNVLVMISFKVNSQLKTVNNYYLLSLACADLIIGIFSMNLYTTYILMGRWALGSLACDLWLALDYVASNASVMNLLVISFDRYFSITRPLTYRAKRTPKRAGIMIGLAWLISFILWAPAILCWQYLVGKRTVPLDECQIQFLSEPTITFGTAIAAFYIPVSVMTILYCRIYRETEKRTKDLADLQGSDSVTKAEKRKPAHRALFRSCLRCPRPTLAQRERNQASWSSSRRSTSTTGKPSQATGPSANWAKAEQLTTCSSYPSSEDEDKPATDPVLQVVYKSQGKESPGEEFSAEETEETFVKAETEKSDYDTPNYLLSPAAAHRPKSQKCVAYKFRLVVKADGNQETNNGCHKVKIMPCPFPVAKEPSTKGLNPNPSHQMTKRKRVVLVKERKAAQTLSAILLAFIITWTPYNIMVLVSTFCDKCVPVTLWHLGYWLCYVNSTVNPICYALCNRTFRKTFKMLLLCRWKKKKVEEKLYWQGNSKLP
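System: CHO-K1 hM5 cells. Reagent: acetylcholine, EC20 level. Compound dosing: single dose, 3 µM nominal final test concentration. Timing: Post-acetylcholine fluorescence recording 140 s. Detection: Fluo-8 calcium fluorescence. Read-out: % activation, ACh-normalized. Benchmarks: ACh EC20 and EC100 wells. Repeats: singlicate, one well per test compound.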
M4 antag: human M4 muscarinic receptor antagonists, primary screen, CHO cells, Fluo-8 calcium fluorescence; Muscarinic acetylcholine receptor M4 (Homo sapiens), P08173; CHO-hM4 cells, ACh EC80; inhibition, % at 3 µM; AID 624125, 2012; 0.73% of 360,000 active;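 active means inhibition above its plate's cutoff, the mean inhibition of sample wells plus 3 SD, cut at about 27% in these data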;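 further: 0% = acetylcholine EC80 with DMSO and 100% = DMSO without agonist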
Target sequence (P08173 whole entry, looked up): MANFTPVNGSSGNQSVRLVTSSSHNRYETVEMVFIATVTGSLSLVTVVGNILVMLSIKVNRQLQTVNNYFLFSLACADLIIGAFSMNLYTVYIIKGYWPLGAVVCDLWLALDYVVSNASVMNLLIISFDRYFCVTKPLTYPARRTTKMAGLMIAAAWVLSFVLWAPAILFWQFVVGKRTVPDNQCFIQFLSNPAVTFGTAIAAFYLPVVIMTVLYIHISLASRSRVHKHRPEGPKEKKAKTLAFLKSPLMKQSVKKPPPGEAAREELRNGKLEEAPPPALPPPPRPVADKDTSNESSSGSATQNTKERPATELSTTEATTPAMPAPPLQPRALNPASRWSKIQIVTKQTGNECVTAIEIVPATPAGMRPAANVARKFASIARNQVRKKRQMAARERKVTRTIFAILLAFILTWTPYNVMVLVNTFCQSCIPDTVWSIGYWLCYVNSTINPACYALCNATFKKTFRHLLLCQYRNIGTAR
M4 ag: human M4 muscarinic receptor agonists, primary screen, CHO-K1 cells, Fluo-8 calcium fluorescence. AID 624127, 2012. Muscarinic acetylcholine receptor M4 (Homo sapiens), P08173. activation, % at 3 µM. CHO-K1 hM4/Gqi5; vehicle 0%, full acetylcholine response 100%. 0.14% of 360,000 active;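 active means activation above the run mean over all test wells plus 3 SD, cut at about 32% in these data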;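 further: peak over basal fluorescence ratio per well then scaled between controls; 0% = DMSO wells and 100% = acetylcholine at EC100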
M4 PAM: human M4 muscarinic receptor positive allosteric modulators, primary screen, CHO-K1 cells, Fluo-8 calcium fluorescence; CHO-K1 hM4/Gqi5, ACh EC20; 0% = ACh EC20, 100% = maximal ACh; Muscarinic acetylcholine receptor M4 (Homo sapiens), P08173; activation, % at 3 µM; AID 624126, 2012; 0.4% of 360,000 active;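 active means activation above its plate's cutoff, the mean activation of sample wells plus 3 SD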; further: some results filed as inactive read as strong as hits
M1 PAM: human M1 muscarinic receptor positive allosteric modulators, primary screen, CHO-K1 cells, Fluo-8 calcium fluorescence, 1536-well; CHO-K1 hM1, ACh EC20; 0% = ACh EC20, 100% = maximal ACh; 0.088% of 360,000 active; Muscarinic acetylcholine receptor M1 (Homo sapiens), P11229; activation, % at 3 µM; in the data active means activation above about 19%, passing the limit was not always enough
CHRM5 agonist: human M5 muscarinic receptor agonists, primary screen, CHO-K1 cells, Fluo-8 calcium fluorescence. activation, % at 3 µM. 0.19% of 360,000 active. AID 624037, 2012. CHO-K1 hM5 cells; 0% DMSO wells, 100% maximal acetylcholine response. Muscarinic acetylcholine receptor M5 (Homo sapiens), P08912;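 active means activation above the run's mean over test compounds plus 3 SD, cut at about 23% in these data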;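 further: signal is peak over basal fluorescence ratio across the kinetic read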
CHRM5 antagonist: human M5 muscarinic receptor antagonists, primary screen, CHO cells, Fluo-8 calcium fluorescence. AID 624040, 2012. 0.59% of 360,000 active. CHO-hM5 cells, ACh EC80. inhibition, % at 3 µM. Muscarinic acetylcholine receptor M5 (Homo sapiens), P08912;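 active means inhibition above a per-plate cutoff, the mean of that plate's test compounds plus 3 SD, cut at about 27% in these data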;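 further: 0% = acetylcholine EC80 with DMSO and 100% = DMSO without agonist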
Numbers without * were called inactive; nt = not tested or not shown.

smiles	M1 antag	CRFR2-BP ag	M5 PAM	M4 antag	M4 ag	M4 PAM	M1 PAM	CHRM5 agonist	CHRM5 antagonist
CC(C)CC(NC(=O)C1CCCN1C(=O)CNC(=O)OCc1ccccc1)C(=O)O (centres undefined)	-11	2.6	1	-13	1	3	16	-4	2
OCCNCCCOc1cc(Cl)ccc1Cl	18	-0.9	5	3	2	-1	-3	-7	6
O=C(Nc1ccc(Cl)cc1F)C1CCN(S(=O)(=O)c2cccc3nonc23)CC1	0	-2.9	5	-3	2	-1	8	-1	17
COc1ccc(NC(=O)CSc2nc3sc4c(c3c(=O)n2-c2ccc(OC)cc2)CCN(C)C4)cc1	-1	0.0	1	4	0	-4	1	-2	10
Cn1c(=O)c2c([nH]c(=O)n2C)n(C)c1=O	13	0.5	-5	-1	1	3	-5	1	-1
CCN1CCN(c2ccc(NC(=O)CCc3c(C)nc4c(-c5ccccc5)c(C)nn4c3C)cc2)CC1	37*	1.1	-17	6	3	-5	-24	-1	4
CCOc1ccc(-n2c(C)cc(/C=N\NC(=O)CC(=O)NC3CCCCC3)c2C)cc1	13	-1.5	-12	7	5	-7	-9	-5	6
Cc1nn(CC(=O)OCC(=O)c2ccccc2)c(C)c1[N+](=O)[O-]	-14	-4.0	-3	-2	0	2	3	-1	6
CCOP(=O)(OCC)c1ccc2c(c1)C(=O)c1ccccc1CC2	1	0.1	5	1	1	7	8	-2	4
CCOC(=O)c1cc(NC(=O)Nc2ccc(OC)c(OC)c2)c(C)nc1C	-24	1.0	5	-3	2	11	6	0	2
CCN(CC)CCN(C(=O)c1ccc(S(=O)(=O)N(CC)c2ccccc2)cc1)c1nc2c(OC)ccc(OC)c2s1	7	0.7	-1	11	0	-5	-6	-7	15
COc1ccc2c(c1)-c1ccccc1S(=O)(=O)N(C)C2	-9	-0.6	0	-2	2	4	5	1	-2
CCC(=O)Nc1sc(Cc2ccccc2)c(C)c1C(N)=O	1	2.0	-4	3	2	-7	-4	1	7
O=C(O/N=C1\CCS(=O)(=O)c2sccc21)c1c(F)cccc1F	-2	-0.5	1	-5	1	1	5	1	3
O=C(Cn1nc(Cl)nc1Cl)c1ccc([N+](=O)[O-])cc1	-6	-7.0	-4	7	5	-3	8	-3	10
Cc1ccc(S(=O)(=O)NC(=O)c2ccccc2)cc1C(C)C	13	2.3	-5	3	0	-7	-10	-1	-5
Nc1ccccc1Nc1cccc(C(F)(F)F)c1	5	1.9	-2	5	-2	-15	0	-9	-1
COCC(C)n1c(C)cc(C(=O)CSc2nc(C)c(C)c(C)n2)c1C (centres undefined)	-15	0.3	0	-8	2	-1	8	3	2
Cc1cc(/C=C2/SC(=S)N(c3cccc(C(F)(F)F)c3)C2=O)c(C)n1-c1cccnc1	43*	11	-15	39*	16	-14	-21	3	21
C/C(=N/NC(=O)CNC(=O)CCc1ccccc1)c1ccc(Cl)cc1	5	-1.1	-6	-6	13	-29	-3	7	5
CN(C)C(=O)c1cccc(-c2cnc3c(NC=O)cc(-c4ccccc4N(C)C)cn23)c1	-19	nt	-1	-1	3	0	11	1	4
CN1OC[C@@H]2CN(C(=S)NCCc3ccccc3)[C@H](c3ccccc3Br)C[C@@H]21	24	nt	-4	-1	0	-6	-11	-2	9
Cc1ccccc1C(=O)NC1CCN(Cc2ccccc2)CC1	3	0.9	-1	-6	2	-1	3	-7	-1
COc1ccc(-c2noc(CN(C(=O)C(C)(C)C)C(C)C)n2)cc1	-6	-5.8	1	-5	6	4	4	-6	2
O=C(/C=C/c1cccc([N+](=O)[O-])c1)NCc1cccnc1	-5	0.4	-16	-1	0	0	4	-5	-6
COC(=O)C(C(=O)OC)c1ccccc1CNS(=O)(=O)c1ccc(C)cc1	nt	nt	-2	3	2	8	nt	1	13
COCC1OS(=O)(=O)NC(CC(=O)SC(C)(C)C)C1C (centres undefined)	8	-0.1	-1	0	3	4	-3	4	6
COCCCNC(=S)NCCc1ccc(F)cc1	-1	-3.3	5	-5	1	5	9	4	-4
COCCNc1nnc(SCC(=O)NNC(=O)c2ccc([N+](=O)[O-])cc2)s1	-10	1.3	1	9	1	-1	4	0	3
Cc1cc(C)nc(SCC(=O)n2c3c(c4ccccc42)CCCC3)n1	3	0.0	0	9	-1	-3	3	0	-1
O=C(CCSc1ccccc1)NNC(=O)c1ccccc1F	2	-0.9	-2	-1	0	1	-2	-2	5
C=CCSc1nc2ccccc2c(=O)n1Cc1ccccc1	-5	3.4	0	-5	-2	0	-1	-3	-1
CCC(=O)Nc1c2c(nn1-c1ccc(F)cc1)CS(=O)C2 (centres undefined)	-12	1.5	1	-13	-1	0	7	1	-2
C/C(=N/Nc1nc(C)cc(C)n1)c1ccc(Br)cc1	-16	1.6	6	5	1	-1	4	0	2
Cc1nnnn1-c1cccc(C(=O)O)c1	-7	-2.0	-9	-1	3	6	6	0	-2
CC1CCCC(NC(=O)Cn2cc([N+](=O)[O-])ccc2=O)C1C (centres undefined)	-18	0.2	4	7	0	0	11	4	-2
O=C(CSc1nnc(CCCN2C(=O)c3cccc4cccc(c34)C2=O)n1-c1ccccc1)NCCCN1CCOCC1	-12	2.9	4	-13	1	5	6	-4	-7
CSCCC(NC(=O)c1cccc(C)c1)C(=O)NCc1cccs1 (centres undefined)	12	-0.9	-2	-2	5	2	-3	2	4
Cc1ccc([N+](=O)[O-])cc1NC(=O)c1ccc(CSc2ccccc2)cc1	-7	2.7	0	-25	0	12	0	-4	0
CN1CCc2nc(NC(=O)c3cccc(S(=O)(=O)N4CCc5ccccc54)c3)sc2C1	2	4.5	-2	0	0	-6	-8	-8	3
COc1cc(/C=C2\N=C(C)OC2=O)cc(Cl)c1OC(C)=O	-7	0.0	-2	-4	1	2	7	-3	3
CN(C)c1ccc(/C=C/c2nc3ccccc3c(=O)n2-c2ccc(C(=O)O)cc2)cc1	39*	22	-10	16	55*	-18	-30	26*	10
Cc1ccc(OCC(=O)NCCNC(=O)c2cccnc2)cc1C	-4	-1.0	5	-6	3	2	2	-1	1
Cc1c(C(=O)c2ccc(Br)cc2)c(=O)n(C)c(=O)n1C	-6	1.8	-1	24	2	2	5	-7	3
COC(=O)c1c(NC(=O)C2CCCCC2)sc2c1CCN(C(C)C)C2	-4	-2.2	8	-13	1	3	5	1	-6
O=C(NCc1ccccn1)c1ccccc1-c1ccccc1	-9	-0.8	-6	-8	2	13	4	0	2
Cn1c(=O)c([N+](=O)[O-])c(-n2cnc3ccccc32)c2ccccc21	-11	0.0	11	-9	0	2	6	-7	8
Cc1cc[n+](CC(=O)c2ccc(NC(=O)c3ccccc3)cc2)cc1	32*	-1.8	3	-5	1	4	-12	-5	-2
CCCN(CC(=O)Nc1ccccc1C)C(=O)C1CCN(S(=O)(=O)c2cccc(C(F)(F)F)c2)CC1	-6	0.7	1	-3	3	-1	-2	-2	7
Cc1oc(-c2ccccc2F)nc1CS(=O)(=O)CC(=O)N1CCN(Cc2ccccc2)CC1	1	-2.2	-9	-2	9	-5	-4	3	0

Later entries:
smiles	M1 antag	CRFR2-BP ag	M5 PAM	M4 antag	M4 ag	M4 PAM	M1 PAM	CHRM5 agonist	CHRM5 antagonist
CCC(C)NC(=O)CSC1=Nc2ccccc2C2=NC(CC(=O)NCc3ccc(F)cc3)C(=O)N12 (centres undefined)	-15	7.8	7	2	1	0	15	-5	-9
CCOC(=O)[C@]12CCC=C1N(CCC1=CCCCC1)C(=O)[C@H](CC(=O)NCCC(C)C)C2	nt	nt	3	2	-1	0	nt	-2	4
O=C(O)COc1ccccc1/C=N/NC(=O)c1cc2ccccc2cc1O	-20	3.6	3	11	0	-3	5	-2	3
CN(CC(=O)Nc1ccc(F)c(F)c1F)C(=O)c1nn(Cc2ccccc2)c(=O)c2ccccc12	1	-0.6	-5	11	6	-1	0	5	-3
COc1ccc(C(=O)/C=C/C(=O)N(Cc2ccccc2OC)C(C(=O)NC2CCCCC2)c2ccncc2)c(O)c1 (centres undefined)	1	0.6	-15	-1	11	-8	3	-2	17
Cc1ccc(C(=O)c2ccc([N+](=O)[O-])cc2)cc1C	-13	1.1	-4	6	0	-1	4	1	1
O=C(CSc1n[nH]c(-c2ccncc2)n1)c1ccccc1	-3	0.7	-3	-1	3	-4	2	5	-1
CC(C)c1ccc(-c2nc(N3CCCC3)nc3n[nH]c(N)c23)cc1	3	-1.5	54*	-5	1	12	6	3	-2
COCCN(C(=O)COC(=O)CNC(=O)c1cccs1)c1c(N)n(Cc2ccccc2)c(=O)[nH]c1=O	-7	-0.5	3	8	1	4	6	4	-3
CC(C)(C)C1CCc2c(sc3nc(SCC(=O)O)nc(N)c23)C1 (centres undefined)	4	1.4	6	10	0	21	6	-1	-5
COc1ccc([N+](=O)[O-])cc1N(CC(=O)N1CCCC1)S(C)(=O)=O	6	1.3	4	-9	1	1	4	-2	0
COc1ccccc1NC(=O)COc1ccc(C(=O)OCC(=O)N2CCCC2=O)cc1OC	0	2.3	-5	0	1	-5	-1	-1	0
CC1CCN(CC(=O)Nc2ccc(S(=O)(=O)N3CCCC(C)C3)cc2)CC1 (centres undefined)	3	-0.6	-4	-2	2	-2	-8	-13	6
Cc1ccc(NC(=O)/C(=C/c2ccc([N+](=O)[O-])cc2)NC(=O)c2ccccc2)cc1	-5	-1.0	-3	-6	1	-5	1	2	1
Cc1c(C)c2ccc(OCC(=O)NC(Cc3c[nH]c4ccc(O)cc34)C(=O)O)c(C)c2oc1=O (centres undefined)	-5	-0.7	-2	-4	1	8	0	4	2
COc1ccc(CCNC(=O)c2ccc(N3CCCCS3(=O)=O)cc2)cc1OC	-7	-0.3	2	-3	3	2	8	0	1
O=C(Cc1c(F)cccc1Cl)c1ccc(O)cc1O	-17	1.3	-4	-6	2	2	-2	-4	-5
Cc1ccc2c(c1)CCCN2S(=O)(=O)c1cccc(C(=O)Nc2ccccc2C(=O)O)c1	-7	nt	2	-12	-1	13	3	-4	-7
C=CCN1C(=O)C(O)(CC(=O)c2ccc(N)cc2)c2ccccc21 (centres undefined)	-18	1.1	3	-1	1	16	12	3	-6
Cc1cc(C)n2nc(C(=O)OCC(=O)N(C)CC(=O)Nc3ccccc3Cl)nc2n1	-18	-0.5	5	-19	0	11	10	2	-8

High-throughput results deposited in PubChem BioAssay by several laboratories.
